Screens (PubChem BioAssay)
TDP43 rescue: rescues yeast growth from TDP-43 toxicity; TDP-43 expressing yeast growth rescue, BacTiter-Glo, 24 h; Potency, µM (top dose mostly 46.1 µM), for inactives: top-dose growth rescue (activation), usual class: activators; 410,000 compounds, 1.8% hits; also: % of control where 0% means no effect; nearly all actives have a fitted effect of over 50% in size
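Yeast expressing TDP-43 (pregrown in raffinose, seeded at OD600=0.02 in galactose medium) exposed to compounds 24 hr at 30 deg C. Growth read by BacTiter-Glo luminescence; rescue of toxicity appears as increased signal.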
EPAC2 antag: blocks human EPAC2 exchange factor; Q8WZA2; EPAC2 GEF exchange of Rap1B-BODIPY-GDP, fluorescence; Potency, µM (highest dose often 114 µM), inactives show top-dose activity, negative = inhibition, most hits filed as inhibitors; 360,000 compounds, 0.18% hits; AID 720708; also: % is scaled to controls: 0 for no effect and ±100 for the full control effect; nearly all actives have a fitted effect of over 45% in size; many of its hits are not listed in these tables
aSyn rescue: inhibitors of alpha-synuclein toxicity in yeast. Potency, µM (highest dose often 46.1 µM), inactives show top-dose growth rescue (activation), hits mostly activators. Yeast expressing alpha-synuclein, growth rescue, BacTiter-Glo, 24 h. AID 652106. 370,000 compounds, 0.14% hits; also: % of control where 0% means no effect; nearly all actives have a fitted effect of over 65% in size
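Rescue of yeast growth: cells expressing toxic alpha-synuclein, induced in galactose at OD600 0.02, incubated with compound 24 h at 30 C. ATP luminescence quantified growth; inhibitors of toxicity appear as activators.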
EPAC1 antag: blocks human EPAC1 exchange factor. O95398. EPAC1 GEF assay, Rap1b-BODIPY-GDP exchange fluorescence. Potency, µM (titrated, usually from 115 µM), for the others: at the top dose activity change, negative = inhibition, most hits filed as inhibitors. 360,000 compounds, 0.14% hits. AID 720709;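 also: plate controls were vehicle for no effect and positive control for full effect; nearly all actives have a fitted effect of over 50% in size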
Target sequence (O95398 whole entry, looked up): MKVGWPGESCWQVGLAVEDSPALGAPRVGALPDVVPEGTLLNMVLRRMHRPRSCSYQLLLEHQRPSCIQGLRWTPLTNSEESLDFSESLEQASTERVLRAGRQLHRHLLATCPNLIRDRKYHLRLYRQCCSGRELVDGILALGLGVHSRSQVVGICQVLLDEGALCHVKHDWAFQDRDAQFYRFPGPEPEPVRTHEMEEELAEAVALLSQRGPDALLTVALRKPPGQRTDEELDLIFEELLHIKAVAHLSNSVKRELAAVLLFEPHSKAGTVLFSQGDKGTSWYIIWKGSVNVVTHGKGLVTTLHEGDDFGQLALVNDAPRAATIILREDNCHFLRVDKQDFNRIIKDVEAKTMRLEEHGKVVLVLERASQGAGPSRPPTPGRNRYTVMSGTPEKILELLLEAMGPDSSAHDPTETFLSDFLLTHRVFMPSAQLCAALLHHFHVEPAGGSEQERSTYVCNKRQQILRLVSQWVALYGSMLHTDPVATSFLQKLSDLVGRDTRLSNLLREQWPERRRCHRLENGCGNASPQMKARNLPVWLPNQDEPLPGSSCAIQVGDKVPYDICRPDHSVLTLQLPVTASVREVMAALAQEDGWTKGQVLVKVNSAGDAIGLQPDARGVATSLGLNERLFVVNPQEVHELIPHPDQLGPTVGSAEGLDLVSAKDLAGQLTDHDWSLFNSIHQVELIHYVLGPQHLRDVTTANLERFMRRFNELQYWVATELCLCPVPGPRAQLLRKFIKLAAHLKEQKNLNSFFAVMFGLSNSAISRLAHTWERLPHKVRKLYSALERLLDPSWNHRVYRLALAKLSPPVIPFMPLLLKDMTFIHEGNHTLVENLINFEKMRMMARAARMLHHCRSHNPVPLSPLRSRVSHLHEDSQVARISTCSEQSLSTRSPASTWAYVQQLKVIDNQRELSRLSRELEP
FUS suppressor: FUS proteinopathy suppression in yeast; S. cerevisiae FUS-expressing, growth rescue, OD600, 24 h; AID 1347120; 390,000 compounds, 0.24% hits; Potency, µM (titrated, usually from 76.6 µM), for the others: at the top dose growth rescue (activation), usual class: activators;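 also: plate controls were DMSO vehicle for no effect and reference control for full effect; nearly all actives have a fitted effect of over 55% in size; some results filed as inactive show a strong effect at the top dose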
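S. cerevisiae expressing FUS from galactose induction served as the toxicity model. Growth after 24hr at 30C, read as absorbance at 600 nm, indicates suppression of toxicity; compounds dosed at several concentrations.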
PTHR1 agonist: activates the human parathyroid hormone receptor PTHR1 | Q03431 | HEK293 GP2 PTHR1 cells, GloSensor cAMP luminescence, 1 h | Potency, µM (top dose mostly 115 µM), without a hit: top-dose activation, most hits filed as activators | 410,000 compounds, 0.075% hits | AID 743266; also: nearly all actives have a fitted effect of over 55% in size; some results filed as inactive show a strong effect at the top dose; inactives centre near -15; many of its hits are not listed in these tables
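HEK-293-derived GP2 cells expressing PTHR1 and a GloSensor cAMP reporter, 3,000/well, plated overnight, given luciferin plus IBMX (each 0.5 mM as added) for 1 h at 37 °C, then compound for 1 h at 37 °C. Luminescence was read after 15 min at room temperature.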
EPAC1 ag: activates human EPAC1 exchange factor; EPAC1 agonist qHTS, biochemical assay; response scale: 100% = response to 6.5 mM cAMP; 360,000 compounds, 0.073% hits; AID 720707; Potency, µM (series often up to 154 µM), without a hit: top-dose activation, usual class: activators; also: nearly all actives have a fitted effect of over 60% in size
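Normalized to 6.5 mM cAMP, activity reflects EPAC1-catalysed release of BODIPY-GDP from Rap1B, followed kinetically over 30 min at 480 nm excitation, 540 nm emission. Reaction contained 100 nM EPAC1, 250 nM Rap1B-BODIPY-GDP, 50 uM GDP.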
EPAC2 ag: activates human EPAC2 exchange factor. Q8WZA2. EPAC2 activation, biochemical qHTS; response scale: 100% = 6.5 mM cAMP response. Potency, µM (top dose mostly 154 µM), for the others: top-dose activation, hits mostly activators. 360,000 compounds, 0.079% hits. AID 720711; also: nearly all actives have a fitted effect of over 50% in size
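Compounds were titrated in qHTS against a Rap1B-BODIPY-GDP (250 nM) complex with EPAC2 (100 nM) and GDP (50 uM). BODIPY-GDP release tracked at 480/540 nm over 30 min at room temperature, normalized to 6.5 mM cAMP.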
An asterisk follows results filed as active; i = inactive; ? = inconclusive; / = no result given; [ ] = dose if it differs, or a comment. Calls follow the shape of the dose curve; as a rule, active = well fitted curve in the direction sought with a large enough effect; inconclusive = small, poorly fitted or top-dose-only effect, or another doubt; inactive = no such curve, though single readings can be large; an effect the other way counts as inactive or inconclusive. Potency is read from the fitted curve at half-maximal effect.

compound | TDP43 rescue | EPAC2 antag | aSyn rescue | EPAC1 antag | FUS suppressor | PTHR1 agonist | EPAC1 ag | EPAC2 ag
CCCCn1c(N)c(N(CCC(C)C)C(=O)COC(=O)c2ccco2)c(=O)[nH]c1=O | 8% | 9% | -2% | 14% | 5% | -20% | 1% | -5%
CC(C)CN(CC(C)C)S(=O)(=O)N1CCC(C(=O)NCc2ccc3c(c2)OCO3)CC1 | -15% | -15% | 1% | -29% | 24% | -7% | 0% | 5%
CCOC(=O)C1CCN(Cc2nnnn2CCc2ccccc2)CC1 | 15% | 4% | 1% | 7% | 27% | i | 5% | 0%
C=CCNC(=O)c1ccc(NC(=O)C2=CSCCO2)cc1 | 8% | 4% | -10% | -16% | -11% | -18% | 9% | 10%
O=S(=O)(c1ccc(F)cc1)N1CCN=C1SCc1cccnc1 | 16% | 0% | -2% | -17% | -33% | i | 9% | 9%
Cc1noc(C)c1CSc1ncnc2sc3c(c12)CCCCC3 | 5% | -3% | -14% | -2% | / | -6% | -5% | 8%
Oc1ccc(C=Nc2cccc3ncccc23)c(O)c1 | -1% | 4% | 1% | 1% | 27% | i | 8% | 16%
O=C(CSCc1cccc(F)c1)N1CCN(c2ccccc2)CC1 | 16% | 0% | 17% | 0% | 20% | i | -3% | 1%
CC(C)CCN(C(=O)c1cn2ccccc2n1)c1c(N)n(Cc2ccccc2)c(=O)[nH]c1=O | ? | -2% | -7% | 9% | 9% | i | 1% | -7%
CCOC(=O)c1[nH]c2ccc(F)cc2c1N=C(C)N(CC)CC | 9% | 9% | 0% | -12% | -35% | i | -3% | 4%

A draw from above in order of length of the SMILES, smallest number first.
compound | TDP43 rescue | EPAC2 antag | aSyn rescue | EPAC1 antag | FUS suppressor | PTHR1 agonist | EPAC1 ag | EPAC2 ag
Cc1noc(C)c1CSc1ncnc2sc3c(c12)CCCCC3 | 5% | -3% | -14% | -2% | / | -6% | -5% | 8%
O=C(CSCc1cccc(F)c1)N1CCN(c2ccccc2)CC1 | 16% | 0% | 17% | 0% | 20% | i | -3% | 1%
CC(C)CCN(C(=O)c1cn2ccccc2n1)c1c(N)n(Cc2ccccc2)c(=O)[nH]c1=O | ? | -2% | -7% | 9% | 9% | i | 1% | -7%

Following part
compound | TDP43 rescue | EPAC2 antag | aSyn rescue | EPAC1 antag | FUS suppressor | PTHR1 agonist | EPAC1 ag | EPAC2 ag
COc1ccc(C)cc1NC(=O)NC(C)c1ccncc1 (configuration not stated) | 10% | -7%[57.1 µM] | 1% | -4% | -13% | i | 2% | 6%
Cn1c(N2CCOCC2)c(/C=N/OC(=O)c2cccnc2Cl)c2ccccc21 | -12% | 8% | -1% | -3% | 4% | -9% | 8% | 3%
COc1ccc(-c2c(C)cc3oc(=O)cc(-c4ccccc4)c3c2C)cc1OC | 9% | -13% | -10% | 0% | 34% | -21% | -1% | 8%
O=S(=O)(c1ccc(-n2cnnn2)cc1)N(C1CCCCC1)C1CCCCC1 | 12% | 5% | -12% | 15% | -2% | ? | 13% | -7%
CN(C(=O)Nc1ccc(S(=O)(=O)N(C)C)cc1)C1CCCCC1 | -1% | 2% | -1% | -2% | -1% | -45%[inhibitor] | -9% | -5%
COc1ccc(C(c2nnnn2Cc2ccccc2)N2CCN(C/C=C/c3ccccc3)CC2)cc1 (configuration not stated) | 20% | 9% | 0% | -19% | 5% | -4% | 1% | -1%
CCn1c(=O)c2cc(C(=O)NC(C)C)sc2c2ccccc21 | 26% | -3% | -6% | 8% | -22% | i | 15% | 3%
COC(=O)c1c(NC(=O)CCS(=O)(=O)c2ccccc2)sc2c1CCN(C)C2 | 13% | 2% | 1% | 11% | / | -17% | 7% | -3%
COc1cc(N2CCOCC2)ccc1C=C(C#N)C#N | -10% | -3% | -3% | -12% | 19% | i | -10% | -1%
NNC(=O)c1ncoc1-c1ccc(Cl)cc1 | 30% | 0% | 12% | 3% | 8% | -15% | 2% | 4%

Reprinted from above for reference:
compound | TDP43 rescue | EPAC2 antag | aSyn rescue | EPAC1 antag | FUS suppressor | PTHR1 agonist | EPAC1 ag | EPAC2 ag
CCOC(=O)c1[nH]c2ccc(F)cc2c1N=C(C)N(CC)CC | 9% | 9% | 0% | -12% | -35% | i | -3% | 4%
COc1ccc(C)cc1NC(=O)NC(C)c1ccncc1 (configuration not stated) | 10% | -7%[57.1 µM] | 1% | -4% | -13% | i | 2% | 6%
Cn1c(N2CCOCC2)c(/C=N/OC(=O)c2cccnc2Cl)c2ccccc21 | -12% | 8% | -1% | -3% | 4% | -9% | 8% | 3%
COc1ccc(-c2c(C)cc3oc(=O)cc(-c4ccccc4)c3c2C)cc1OC | 9% | -13% | -10% | 0% | 34% | -21% | -1% | 8%
O=S(=O)(c1ccc(-n2cnnn2)cc1)N(C1CCCCC1)C1CCCCC1 | 12% | 5% | -12% | 15% | -2% | ? | 13% | -7%
CN(C(=O)Nc1ccc(S(=O)(=O)N(C)C)cc1)C1CCCCC1 | -1% | 2% | -1% | -2% | -1% | -45%[inhibitor] | -9% | -5%
COc1ccc(C(c2nnnn2Cc2ccccc2)N2CCN(C/C=C/c3ccccc3)CC2)cc1 (configuration not stated) | 20% | 9% | 0% | -19% | 5% | -4% | 1% | -1%
CCn1c(=O)c2cc(C(=O)NC(C)C)sc2c2ccccc21 | 26% | -3% | -6% | 8% | -22% | i | 15% | 3%

Next part
compound | TDP43 rescue | EPAC2 antag | aSyn rescue | EPAC1 antag | FUS suppressor | PTHR1 agonist | EPAC1 ag | EPAC2 ag
O=C(/C(=C/c1ccccc1)n1cncn1)c1ccc(Cl)cc1Cl | -88%[inhibitor] | -9% | -60%[inhibitor] | -17% | / | -19% | 19% | -2%
CCOc1ccc(NS(=O)(=O)c2ccc(C(=O)NCC(c3ccco3)N3CCCC3)cc2)cc1 (configuration not stated) | 1% | -4% | 0% | 10% | -10% | -20% | 5% | -3%
CCn1cnc2cc(NCc3cccs3)ccc21 | -7% | -2% | 0% | -1% | -1% | i | 11% | 6%
Cc1ccc(C(=O)Nc2ccc3c(c2)OCCO3)c(Cl)c1 | 11% | -9% | -7% | 3% | -16% | -92%[inhibitor] | -5% | 14%
Clc1ccc(CSc2nnc3ccccn23)c(Cl)c1 | 18% | 12% | 3% | 9% | / | i | -4% | 5%
Cc1cccc(NC(=O)c2ccc3c(c2)OCCO3)c1 | 4% | 2% | 1% | 0% | 20% | -23% | 5% | 7%
COc1ccc(C(=O)OCC(=O)N(C)C2CCS(=O)(=O)C2)cc1S(=O)(=O)N(C)Cc1ccccc1 (configuration not stated) | -2% | 6% | 1% | -2% | 15% | i | 0% | -6%
CNC(=S)N/N=C/c1ccc(-c2cccc(C(=O)O)c2)o1 | -31%[inhibitor] | -4% | -27% | 14% | 19% | i | 4% | 3%
COc1ccc(CCNC(=O)C2CCCN(C(=O)c3ccc(Cl)cc3)C2)cc1 (configuration not stated) | -19% | 1% | -4% | -2% | 15% | -24% | -1% | 3%
CSC1=N/C(=C/c2cccnc2)C(=O)N1Cc1ccc(Cl)cc1 | -20% | 0% | -11% | -11% | 26% | -52%[inhibitor] | 3% | 10%
Cc1ccc(C)c(NC(=S)/C(=C(\[O-])c2ccc(Cl)s2)[n+]2ccccc2)c1 | 21% | -12% | 1% | 2% | 2% | -42%[inhibitor] | 2% | 9%
COC(=O)CNC(=O)C1(C)C=CCN1C(=O)c1ccccc1 (configuration not stated) | 4% | 19% | -4% | -11% | -15% | -40%[inhibitor] | -2% | 4%
CCN(CC)C(=O)[C@H]1CC(CC(=O)NC/C=C(\C)CCC=C(C)C)C(=O)N2CCc3c([nH]c4ccccc34)[C@]12C (some centres not stated) | ? | -4% | -1% | -16% | ? | -15% | -26% | -4%
Cn1nnnc1SCCNC(=O)C1CCC(=O)N(CCc2cccc(F)c2)C1 (configuration not stated) | -5% | 0% | -2% | -27% | -17% | -6% | -2% | 10%
CCC(C(=O)N1CCOCC1)n1nc(C)n2c(cc3cc(C)ccc32)c1=O (configuration not stated) | 3% | -1% | 1% | 7% | 21% | i | 4% | 9%
Cc1ccc(S(=O)(=O)N/N=C(\c2ccccc2)C2CC2)cc1 | -3% | -4% | 2% | -13% | 24% | i | -9% | 2%
CCNS(=O)(=O)c1ccc(NC(=O)c2ccccc2SCCOC)cc1 | -16% | -14% | -3% | 24% | 10% | -9% | 3% | 1%
COc1ccc(CN(CCCN2CCOCC2)C(=O)Nc2ccccc2)cc1OC | -29% | 4% | -2% | 5% | 12% | i | 3% | 3%
COc1ccccc1/C=C1\SC(=O)N(CCC(=O)N(C)C2CCS(=O)(=O)C2)C1=O (configuration not stated) | 4% | 1% | 7% | -10% | 39% | -12% | -3% | 4%
Cc1ccc(Cl)cc1N1CCN(C(=O)c2ccccc2SCC(=O)N2CCCC2)CC1 | 12% | -8% | 4% | -8% | 29% | -60%[inhibitor] | -6% | 4%
CC(C)(C)N(Cc1ccccc1)C(=O)COC(=O)C1CCCCC1 | ? | -7% | 8% | -10% | 22% | i | 1% | 6%
COCC(=O)N1CCCC(C(=O)c2ccc(Oc3ccccc3)cc2)C1 (configuration not stated) | 15% | -6% | -33%[inhibitor] | 0% | 15% | 0% | -7% | 29%
Cc1ccc(C)n1-c1ccc(C(=O)NN)s1 | 17% | -4% | -2% | -20% | 27% | -5% | 0% | 6%
Fc1ccccc1Cn1nnc2c(NCCc3ccccn3)ncnc21 | -6% | -2% | 1% | 2% | -9% | i | -1% | 1%
Cc1cc(C)c2cc(C(=O)N3CCC(N4CCCCC4)CC3)[nH]c2c1 | -8% | 12% | 0% | -3% | 7% | i | -20% | 4%
CN(CC(=O)O)S(=O)(=O)c1ccc2oc3ccccc3c2c1 | 18% | -10% | 3% | 10% | 0% | -28% | 18% | 3%
CN(CC(=O)Nc1ccc(OC(F)(F)F)cc1)C1CCCCC1 | -19% | -1% | -12% | -8% | -15% | ? | -4% | 1%
COC(=O)c1ccc2nc(C)cc(Nc3ccc(N(C)C)cc3)c2c1 | 24% | -9% | -12% | -10% | -12% | -20% | -4% | 6%
C/C=C/C=C(/NC(=O)c1ccccc1)C(=O)Nc1ccccc1 | 14% | 6% | -1% | -5% | 19% | -14% | -9% | 2%
Cc1cc(C)cc(N(CC(=O)N2CCC(C)CC2)S(=O)(=O)c2ccccc2)c1 | 0% | -1% | 4% | -21% | 34% | i | 11% | 17%
COCCNC(=O)C1CCN(Cc2cccc(OCc3ccccc3)c2)CC1 | -22% | 0% | -7% | -6% | 11% | -5% | -1% | 13%
CC(CN1C(C)CCCC1C)OC(=O)c1ccc(Cl)cc1 (configuration not stated) | -7% | -7% | -4% | 8% | -22% | -14% | 0% | 16%

The list is partial. The share of hits here may be higher or lower than overall.
